# High-throughput results from PubChem BioAssay.
# DAX1 inh-1 = inhibitors of DAX1 repression of SF-1 activated StAR promoter | inhibition, % at 6.8 µM | AID 652010 | 370,000 tested, 1.1% active | HEK293T StAR-luciferase reporter, SF-1/DAX-1 repression relief;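 active means inhibition above the mean over all tested compounds plus 3 SD, cut at about 3.6% in these data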;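 further: 0% = DAX-1 cells with DMSO and 100% = cells lacking DAX-1 with DMSO; higher inhibition means more luminescence from relief of DAX-1 repression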
# hcDAF-12 act = activators of H. contortus DAF-12 nuclear receptor | HEK293 hcDAF-12 lit1-tk-luc reporter, luminescence; 0% DMSO, 100% Δ7-dafachronic acid | activation, % at 6.8 µM | 370,000 tested, 1.4% active | AID 652067;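 active means activation above the mean of all tested compounds plus 3 SD, cut at about 5.5% in these data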;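 further: 100% = response to 3 µM Δ7-dafachronic acid high control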
# sPLA2-III inh = Inhibits HGIII-sPLA2 liposome hydrolysis, primary screen | Q9NZ20 | QFRET BODIPY PC-A2 liposome hydrolysis, fluorescence | inhibition, % at 12.2 µM | 370,000 tested, 0.56% active | AID 743126;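 active means inhibition above mean plus 3 SD of compounds lying within the high and low control bounds, cut at about 19% in these data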;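 further: 0% = median of test compound wells and 100% = no enzyme DMSO wells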
# NPR1 activator = GC-A (human) enzyme activation; P16066; HEK293 GC-A cells, cGMP TR-FRET, EC30 ANP; 0% at EC30 ANP, 100% saturating ANP; activation, % at 10 µM; 370,000 tested, 0.14% active; in the data active means activation above about 40%
# Target sequence (P16066 whole entry, looked up): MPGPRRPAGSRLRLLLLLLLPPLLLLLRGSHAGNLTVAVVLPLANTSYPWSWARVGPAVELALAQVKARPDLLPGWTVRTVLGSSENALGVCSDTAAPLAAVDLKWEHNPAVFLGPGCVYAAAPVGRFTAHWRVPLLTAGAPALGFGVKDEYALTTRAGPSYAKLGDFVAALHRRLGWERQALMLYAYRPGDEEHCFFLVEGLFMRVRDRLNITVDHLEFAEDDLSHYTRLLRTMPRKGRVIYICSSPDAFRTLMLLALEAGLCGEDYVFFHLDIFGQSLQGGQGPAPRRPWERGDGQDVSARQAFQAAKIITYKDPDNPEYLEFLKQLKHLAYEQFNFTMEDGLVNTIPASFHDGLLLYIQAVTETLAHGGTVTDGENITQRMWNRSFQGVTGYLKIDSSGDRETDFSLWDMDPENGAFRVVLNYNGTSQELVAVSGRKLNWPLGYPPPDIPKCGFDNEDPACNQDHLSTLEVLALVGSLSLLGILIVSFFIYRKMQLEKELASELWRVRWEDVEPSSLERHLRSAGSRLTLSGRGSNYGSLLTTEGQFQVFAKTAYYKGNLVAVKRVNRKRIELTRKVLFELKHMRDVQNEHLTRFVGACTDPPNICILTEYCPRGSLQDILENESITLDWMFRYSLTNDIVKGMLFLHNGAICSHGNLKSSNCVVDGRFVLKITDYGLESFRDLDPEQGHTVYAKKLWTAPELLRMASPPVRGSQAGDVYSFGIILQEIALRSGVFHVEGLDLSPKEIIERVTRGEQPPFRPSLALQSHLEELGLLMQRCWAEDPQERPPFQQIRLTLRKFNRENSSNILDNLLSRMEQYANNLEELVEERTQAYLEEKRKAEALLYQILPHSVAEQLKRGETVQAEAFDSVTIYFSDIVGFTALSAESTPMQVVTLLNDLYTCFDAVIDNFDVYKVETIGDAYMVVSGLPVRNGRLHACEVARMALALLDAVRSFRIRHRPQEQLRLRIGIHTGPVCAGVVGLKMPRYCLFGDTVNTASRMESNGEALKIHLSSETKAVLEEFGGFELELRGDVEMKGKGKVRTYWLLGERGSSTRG
# ssDAF-12 act = S. stercoralis DAF-12 activation, primary screen; HEK293 ssDAF-12/GRIP1 lit1-tk-luc reporter, luminescence; % of 3 µM dafachronic acid response; activation, % at 6.8 µM; 370,000 tested, 1% active; AID 652126;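 active means activation above the mean over all tested compounds plus 3 SD, cut at about 0.9% in these data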;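 further: 0% = DMSO-only wells and 100% = 3 µM delta7-dafachronic acid wells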
# GAA850 FXN act = frataxin GAA850 promoter activation; AID 540364; 360,000 tested, 0.56% active; activation, % at 6 µM; HEK293 lucGAA850 FXN promoter luciferase reporter, 24 h; percent of 10 µM SAHA response;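 active means activation above the average of all compounds screened plus 3 SD, cutoff fixed separately per campaign, cut at about 7.5% in these data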;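 further: 0% = DMSO wells and 100% = 10 µM SAHA wells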
# SMARCA2 act = activators of SMARCA2 function; 370,000 tested, 1% active; MG213 cells, MMTV-luciferase reporter, dexamethasone, overnight; AID 652017; activation, % at 9.1 µM; in the data active means activation above about 7.8%;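 further: 0% = vehicle wells and 100% = reference activator wells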
# hgDAF12 agonist = activates the H. glycines DAF-12 receptor ligand-binding domain. activation, % at 6.8 µM. 370,000 tested, 1.8% active. HEK293 GAL4-hgDAF12 UAS-luciferase reporter, agonist luminescence; normalized to butyrate control;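 active means activation above a cutoff set at the mean of all screened compounds plus 3 SD, cut at about 10% in these data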;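 further: 0% = DMSO wells and 100% = sodium butyrate wells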
# KLK7 zymogen act = activates the human kallikrein-7 zymogen; purified proKLK7, EDANS-DABCYL substrate fluorescence; 100% is mature enzyme control, 0% vehicle; 370,000 tested, 0.9% active; activation, % at 7 µM;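 active means activation above the mean of all tested compounds plus 3 SD, computed per campaign excluding outliers beyond control limits, cut at about 13% in these data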
# DAX1 inh-2 = inhibitors of human orphan nuclear receptor DAX1 (NR0B1). P51843. HEK293 Gal4-DAX1 luciferase reporter, luminescence. inhibition, % at 6.75 µM. 340,000 tested, 0.99% active. AID 504766;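 active means inhibition above the mean over all tested compounds plus 3 SD, cut at about 4.2% in these data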;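 further: 0% = DAX1-transfected cells with DMSO and 100% = empty-vector control cells with DMSO; inhibition shows as a rise in luminescence from relieved DAX1 repression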
# NPR2 activator = GC-B (human) receptor activation; HEK293-GC-B cells, CNP EC30, cGMP TR-FRET; 0% at EC30 CNP, 100% saturating CNP; P20594; 370,000 tested, 0.11% active; activation, % at 10 µM; AID 1920062;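 active means activation at 10 µM reaching about 35% in either raw or pattern-adjusted values, limit read from the data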
# * hit, by the source's call; · = not tested or not shown. Hits appear at their usual frequency; 6.7% or so of the library scored in one or more.
# Each structure is followed by: DAX1 inh-1	hcDAF-12 act	sPLA2-III inh	NPR1 activator	ssDAF-12 act	GAA850 FXN act	SMARCA2 act	hgDAF12 agonist	KLK7 zymogen act	DAX1 inh-2	NPR2 activator
- C[C@H](CO)NC(=O)c1nc[nH]c1C(=O)N[C@@H](C)c1ccccc1
  0.0	-1.3	-2	5	-0.6	-0.5	7	0.5	0.1	0.6	4
- Cn1c(C(=O)O)c(CC(=O)NCc2cccnc2)c2ccccc21
  0.1	0.0	-4	1	-0.8	-0.8	-3	0.4	0.4	-0.9	3
- CCOc1ccc(S(=O)(=O)NC2CC2)cc1
  0.0	-1.4	3	-1	-0.9	-0.7	-2	-1.4	-0.5	0.3	3
- O=C(CN1C(=O)CSc2ccc(S(=O)(=O)N3CCOCC3)cc21)NCCCN1CCCCC1
  -0.5	-1.1	7	0	-1.3	-0.6	-2	0.4	0.0	0.0	1
- C[C@H](CO)N1C[C@H](C)[C@H](CN(C)CC2CC2)Oc2ccc(NC(=O)CCN3CCOCC3)cc2C1=O
  -0.3	-1.5	-3	4	-0.8	0.9	-3	0.9	1.0	-1.9	2
- O=C(COC(=O)c1cc(Cl)ccc1[N+](=O)[O-])NCc1ccc(Cl)cc1Cl
  -0.2	1.8	5	-4	-1.5	1.8	-1	0.2	-0.2	-0.7	-4
- CCc1nnc(NS(=O)(=O)c2ccc(N=Cc3c(C)[nH]n(-c4ccc(Cl)cc4)c3=O)cc2)s1
  0.2	3.5	-11	-1	-0.5	1.5	-1	-0.3	0.0	-1.2	-6
- CCOC(=O)N1CCN(C(=S)NC(=O)/C=C/c2ccc(C)cc2)CC1
  1.2	0.1	12	-3	-0.9	3.1	-1	-1.1	0.0	-0.2	0
- O=C(NNC(=O)c1cccs1)c1ccccn1
  1.7	-0.6	-4	0	-0.3	0.1	2	4.4	-1.0	-0.6	11
- O=S(=O)(NCC1CCCO1)c1ccc(S(=O)(=O)N(Cc2ccccn2)C2CC2)cc1 (stereo unspecified)
  -0.6	-1.8	11	-4	-1.9	-0.4	-2	-0.3	-0.4	-0.9	2
- Cc1cc(N/N=C/c2ccccc2O)c2ccccc2n1
  -0.7	2.5	3	5	-0.6	-1.0	6	6.3	-0.5	0.8	5
- O=C(Cc1ccccc1)Nc1c[nH]c(=O)[nH]c1=O
  0.0	-0.8	-2	0	-0.9	-0.5	1	1.4	-0.6	-1.4	0
- C[C@@H](C(=O)Nc1ccc2ccccc2c1)[C@@H]1C[C@@]1(C)[C@@H](NC(=O)c1cnccn1)c1ccccc1
  0.0	-0.6	-23	-1	-1.4	-0.6	-1	-0.2	0.6	0.4	0
- Cc1nn(CC(=O)NC2CCCCC2)c(C)c1[N+](=O)[O-]
  -1.7	-0.5	15	0	-1.7	-0.2	-5	-2.1	-0.1	0.7	0
- CC(/C=N/Nc1nc(C)cc(C)n1)=C\c1ccc(C(C)C)cc1
  0.1	2.8	15	3	0.3	1.9	-2	2.3	0.6	-1.3	0
- CN(C)C(=O)N1CCc2ccc([N+](=O)[O-])cc21
  -0.5	-0.8	6	3	-1.4	-0.1	-1	3.2	0.2	0.6	3
- O=C(Nc1cc(S(=O)(=O)N2CCOCC2)ccc1OCC(F)(F)F)c1ccc(N2CCCC2=O)cc1
  0.1	-0.3	7	-1	-0.9	-2.1	-3	0.4	0.0	-0.8	0
- CN(C)C(/C=C/Nc1cccc([N+](=O)[O-])c1)=C(C#N)C#N
  -0.1	-0.7	-1	9	0.6	1.2	2	3.0	-0.3	1.5	5
- O=C(NCCC1=CCCCC1)C1CCN(C(=O)c2ccc(Br)cc2)CC1
  0.2	-2.9	-3	-3	-1.2	1.1	-2	-1.3	0.0	0.4	-1
- C[C@H]1CN([C@@H](C)CO)C(=O)CCCn2nncc2CO[C@H]1CN(C)C(=O)c1cc(-c2ccccc2)on1
  0.9	-0.8	18	1	-0.3	1.5	-3	-0.1	-0.1	1.4	3
- O=c1cnn(-c2ccccc2)c(-c2ccccc2)c1
  -0.5	-1.9	5	1	-1.3	2.5	1	-0.1	0.1	0.4	-1
- Cc1cccc(C(=O)NCC(=O)N2CCN(S(=O)(=O)c3cc(C)ccc3C)CC2)c1
  -0.6	3.0	0	1	-0.8	-0.9	0	2.3	-0.1	-0.3	0
- CN(C)C(C(=O)NC1CCCCC1)c1ccc(Cl)cc1 (stereo unspecified)
  -0.3	0.7	-1	-24	-0.5	-0.8	-1	-0.5	-0.2	1.7	-14
- COc1cccc(CCc2nnc(CCC(=O)NCCc3cccc(C)n3)o2)c1
  -0.4	0.9	2	0	-0.4	1.3	0	2.2	0.3	-0.2	1
- O=C(NCC1CCCN1S(=O)(=O)c1cccs1)C(=O)Nc1ccc(F)cc1 (stereo unspecified)
  -0.3	-0.3	3	3	-0.9	3.1	0	-0.5	-0.4	-0.8	-3
- N#Cc1c(-c2ccccc2Cl)cc(-c2ccccc2)nc1Br
  -0.5	-0.7	5	1	-1.1	0.4	-4	3.2	-0.1	-0.9	5
- CCOC(=O)c1cnc2cc(-c3ccc(Br)cc3)nn2c1C
  0.4	-0.9	-3	1	-1.2	2.4	0	5.4	0.3	1.8	-5
- CC1(C(=O)NCCC#N)CCN1C(=O)Cc1ccc(-c2ccccc2)cc1 (stereo unspecified)
  -1.0	-1.6	-4	10	-0.9	0.5	-3	-5.5	0.1	·	-4
- CCOC(=O)CC(=O)COc1nc2cc3c(nc2o1)CCCC3
  0.9	2.1	0	0	-0.1	4.1	4	3.6	12	1.3	-2
- COC(=O)c1cn(NC(=O)c2cnccn2)c(=O)c2ccccc12
  -1.0	-1.0	4	2	-0.7	-1.4	0	2.2	-0.1	-1.8	4

# (cont.)
# Each structure is followed by: DAX1 inh-1	hcDAF-12 act	sPLA2-III inh	NPR1 activator	ssDAF-12 act	GAA850 FXN act	SMARCA2 act	hgDAF12 agonist	KLK7 zymogen act	DAX1 inh-2	NPR2 activator
- O=C(OCc1cn([C@H]2C[C@H](c3ccccc3)N(C(=O)c3cccs3)C[C@@H]2O)nn1)c1ccccc1
  1.0	0.3	-6	-2	-1.0	-0.2	-2	2.4	0.6	-0.8	-5
- CCOC(=O)Cc1nn(C(C)C)c(=O)c2ccccc12
  0.2	-1.3	-4	13	-1.3	-1.6	-4	-2.3	0.2	-1.4	18
- Fc1cccc(Cl)c1CSc1nnc(CNc2ccccc2)o1
  1.0	-0.2	-27	1	-0.5	1.7	-2	0.4	0.8	0.0	10
- O=C(NCc1ccc(Cl)cc1)C(=O)Nc1nccs1
  -0.4	-0.9	2	0	-1.4	3.3	-1	-1.0	-0.5	0.9	0
- NS(=O)(=O)c1ccc(CNS(=O)(=O)Cc2ccc(Cl)cc2)cc1
  0.3	-1.5	-11	-2	-0.8	0.8	-4	-0.8	-0.3	1.5	3
- CCc1ccc2nc(SCC(=O)N3CC(=O)Nc4ccccc43)c(C#N)cc2c1
  0.1	-0.7	2	4	-1.4	-3.2	1	0.3	-0.3	-1.9	3
- CCCCNC(=O)/C(=C/c1ccccc1)NC(C)=O
  0.4	-2.6	-1	0	-0.9	2.8	-4	2.5	-0.2	-1.0	-2
- Nn1c(SCc2ccc(Br)cc2)nnc1-c1n[nH]c2c1CCC2
  0.1	-2.3	-2	-4	-1.1	·	3	1.6	0.2	·	-15
- COc1cccc(/C=N/NC(=O)c2cccc([N+](=O)[O-])c2)c1OS(=O)(=O)c1ccc(C)cc1
  -1.9	-2.1	-7	-1	-1.1	-2.7	-4	-5.0	1.4	-0.8	0
- O=c1[nH]c2cc3c(cc2cc1CN(Cc1cccnc1)C(=S)NCc1ccco1)OCCO3
  -0.7	-2.9	0	4	-1.9	-0.9	0	-2.3	-0.9	1.4	2
- NC(=S)NN=C1CCCC(C(F)(F)F)C1 (stereo unspecified)
  -1.1	-0.8	3	2	-0.3	-0.4	0	2.7	-0.3	0.6	-2
- CC(C)Sc1nsc2nc(=O)c(/C=C3\C=Nc4ccccc43)c(N)n12
  -0.4	-0.9	-13	0	-1.0	0.8	-3	5.5	0.3	1.6	-4
- COc1ccc(OC)c(NC(=O)c2cc3sccc3n2C)c1
  -0.6	2.8	2	-4	-1.0	1.3	0	3.1	0.9	-1.4	-7
- Cc1ccc(S(=O)(=O)CC(=O)NC(C)c2ccccc2)cc1 (stereo unspecified)
  0.2	-0.1	2	4	-1.5	1.4	-2	-0.5	-0.2	-0.3	-3
- C[C@H](NC(=O)c1ccco1)C(=O)NNC(=O)COc1cccc(C(F)(F)F)c1
  0.8	-0.5	-30	1	-1.2	-1.9	-2	-2.5	-0.5	0.3	-1
- Cc1ccc(NC(=O)CCNS(=O)(=O)c2ccc3c(c2)oc(=O)n3C)cc1C
  -0.6	-1.1	-2	-4	-1.6	-2.1	4	-1.6	0.3	-0.3	1
- COc1ccc(C(=O)COc2ccccc2C(N)=O)cc1
  0.1	-0.5	-5	2	-0.9	0.9	0	0.5	-0.9	-0.5	-5
- COc1ccc(NC(=O)CSC2=C(C#N)C(c3ccco3)C3=C(CCCC3=O)N2)c(OC)c1 (stereo unspecified)
  -1.9	-1.2	-7	-1	-0.9	2.1	-3	0.8	0.1	-0.5	-2
- COC(=O)c1ccc(CNC(=O)CNC(=O)c2sc3ccccc3c2Cl)cc1
  -1.3	1.1	4	-1	-1.1	2.1	-2	1.1	-0.4	-0.6	-2
- Cc1csc(N(C(=O)c2cccc(S(=O)(=O)N3CCCC3)c2)c2ccccc2)n1
  0.2	-0.7	-4	-1	-1.8	-0.2	1	0.6	0.6	0.0	3
- CCCCC1S/C(=N/N=C/c2cccs2)NC1=O (stereo unspecified)
  0.5	0.5	-4	1	-1.7	2.5	-2	0.7	0.1	-0.9	4
- O=C(NC1CCCCC1)c1cccnc1Sc1ccccc1Cl
  0.1	0.0	5	1	-0.8	1.7	0	-1.9	-1.0	-0.1	-4
- O=C(Nc1cccnc1)Nc1ccccn1
  -1.3	-0.4	3	0	-1.3	1.9	0	1.7	3.2	-0.8	-1
- Cc1c(C(=O)O)sc2nc(CSc3ncc(C(F)(F)F)cc3Cl)[nH]c(=O)c12
  -0.3	-1.1	-8	-1	-1.5	0.3	-1	-1.5	0.0	-0.2	8
- NC(=O)c1ccc(SCC(=O)OCC(=O)N2CCN(C(=O)c3ccco3)CC2)c([N+](=O)[O-])c1
  -0.8	-0.3	16	0	-0.6	2.3	-3	0.9	0.3	3.1	-1
- CCOc1ccc(NC(=O)c2cccc(OC(=S)N3CCOCC3)c2)cc1
  -0.7	-0.4	-6	-2	-1.5	1.4	0	-2.6	0.0	-0.8	5
- CCOc1ccc(/C=N/n2cc(-c3ccccc3)[nH]c2=S)cc1
  -1.5	3.4	5	1	-0.2	1.9	-2	3.3	0.2	0.7	-4
- O=c1cc(-c2ccccc2)[nH]n1-c1ccccc1
  -1.0	-0.2	2	-2	-1.6	-1.2	-3	-2.1	-0.3	0.0	3
